NR2E3 ag-1: activates human NR2E3 receptor | hit rate 0.35% among 360,000 | inhibition of corepressor binding, % at 3.98 µM | AID 602229 | Q9Y5X4 | CHO-S Gal4-NCOR/VP16-NR2E3 two-hybrid, luciferase;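 active = inhibition above the mean of all tested compounds plus 3 SD, cut at about 70% in these data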;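 also: 0% = DMSO with NR2E3 transfected cells and 100% = cells lacking NR2E3 construct; higher means lower luciferase signal from less NR2E3 corepressor binding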
Target sequence (Q9Y5X4 whole entry, looked up, the tested form may be a part): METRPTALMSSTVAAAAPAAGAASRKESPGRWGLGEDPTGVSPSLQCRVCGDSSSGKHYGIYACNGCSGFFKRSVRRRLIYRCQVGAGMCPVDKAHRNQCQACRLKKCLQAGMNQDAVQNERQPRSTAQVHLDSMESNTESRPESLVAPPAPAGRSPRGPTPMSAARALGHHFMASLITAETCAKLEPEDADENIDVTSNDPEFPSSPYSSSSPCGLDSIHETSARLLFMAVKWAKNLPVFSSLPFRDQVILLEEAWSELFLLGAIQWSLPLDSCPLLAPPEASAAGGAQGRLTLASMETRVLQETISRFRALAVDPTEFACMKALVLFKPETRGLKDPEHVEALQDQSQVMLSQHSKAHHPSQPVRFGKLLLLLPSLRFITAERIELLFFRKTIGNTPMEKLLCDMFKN
Shn3 3UTR inh: inhibitors of Schnurri-3 3'UTR reporter in osteoblasts; Clone20 osteoblast Shn3 3'UTR firefly luciferase, 24 h; inhibition, % at 12.5 µM; AID 588674; hit rate 0.52% among 360,000;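 active = mean inhibition of at least 75% with every replicate also reaching 75%; inconclusive = mean inhibition at least 75% but some replicate below; inactive = mean inhibition below 75%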;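 also: 0% = median of neutral control wells and 100% = pilot-screen positive control compound; some compounds past the cut are filed as inactive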
TROY signal inh: blocks TROY-dependent signaling in reporter cells | Q293 LMP1-TROYcd NF-kB luciferase reporter, 4 h | inhibition, % at 10 µM | hit rate 0.98% among 360,000 | AID 1347056;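 active = compounds whose plate-normalised and pattern-corrected inhibition of the luciferase reporter signal at the single screening dose is 50% or more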
TWEAK-Fn14 inh: TWEAK-Fn14 signaling inhibition | TWEAK-stimulated Fn14 reporter cells, luciferase luminescence, 8 h | inhibition, % at 10 µM | hit rate 2% among 360,000 | AID 1159606; in the data active = inhibition above about 50%
Peg3 prom inh: inhibitors of Peg3 promoter; HeLa PEG-Prom luciferase reporter, luminescence, overnight; inhibition, % at 20 µM; hit rate 1.7% among 360,000; AID 588405;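 active = inhibition of at least 50% at 20 µM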
NR2E3 ag-2: activates human photoreceptor nuclear receptor NR2E3. GST-NR2E3/biotin-RetCOR TR-FRET, 1536-well. inhibition of corepressor binding, % at 4.78 µM. hit rate 0.12% among 320,000. AID 2300;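 active = percent inhibition above the cutoff of mean plus 3 SD of all tested compounds, set per screening campaign, cut at about 20% in these data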;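 also: 0% = DMSO wells and 100% = biotin wells as full block of FRET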
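Test system – NR2E3–RetCOR corepressor complex · Quantity – NR2E3 fusion 1.35 nM · Buffer or medium – Tris pH 7.5 · Incubation – Compound–protein incubation for 5 h at 4 °C · Technique – TR-FRET, Eu(K)-anti-GST donor, streptavidin-D2 acceptor, ex 340, em 617/671 nm · Evaluation – percent inhibition of 671/617 nm emission ratio versus biotin and DMSO controls · Plate – 1536-well format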
TRPM1 prom inh: reduces MITF-dependent TRPM1 promoter luciferase signal. SK-MEL-5 TRPM1 promoter luciferase, 24 h. inhibition, % at 12.5 µM. hit rate 0.83% among 330,000. AID 488899;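 active = mean inhibition across replicates of 60% or more, whatever share of single replicates reaches that level; inconclusive = some that reach 60%, reason not given; inactive = mean inhibition across replicates below 60%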; also: values of inactives mirror those of a sister screen read the other way
TRAIL sens C8: sensitizes caspase-8 expressing cells to TRAIL. AID 624354. NB7+C8 cells + TRAIL, ATPlite viability luminescence. hit rate 1% among 360,000. inhibition (viability loss, TRAIL sensitization), % at 10 µM;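 active = compounds causing at least 50% loss of cell viability in the single-dose screen, relative to plate controls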
HIF-2a inh: HIF-2a inhibition; 786-0 RCC cells HIF-2a reporter, luciferase luminescence, overnight; inhibition, % at 18.8 µM; hit rate 0.72% among 360,000;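 active = inhibition of the luminescence signal of 40% or more relative to plate controls, in a single-dose primary screen at 18.75 µM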
CF NFkB block: cystic fibrosis NF-kB activation inhibition; KKLEB NF-kB-GFP reporter, PAF-induced, GFP fluorescence overnight; inhibition, % at 5 µM; hit rate 0.86% among 360,000;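 active = at least 50% inhibition at 5 µM, scaled per plate between neutral and stimulator controls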;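 also: PAF is a Pseudomonas aeruginosa culture filtrate used as stimulus; plate controls were PAF-stimulated DMSO wells for no effect and unstimulated DMSO wells for full effect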
KKLEB tox: CF airway cell cytotoxicity counter-screen; KKLEB CF airway cells viability, ATPlite luminescence, overnight; stronger effect = lower value; cells stimulated with P. aeruginosa culture filtrate; activity change (cytotoxicity), % at 5 µM; hit rate 0.36% among 360,000; AID 602141;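 active = corrected activity change at or below -50% at 5 µM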
The depositor's hits bear a star; ? = inconclusive; . = no result given. Only part of the results is shown; rates above refer to the full screens.

| structure | NR2E3 ag-1 | Shn3 3UTR inh | TROY signal inh | TWEAK-Fn14 inh | Peg3 prom inh | NR2E3 ag-2 | TRPM1 prom inh | TRAIL sens C8 | HIF-2a inh | CF NFkB block | KKLEB tox |
| --- | --- | --- | --- | --- | --- | --- | --- | --- | --- | --- | --- |
| C=CCNC(=O)/C(C#N)=C/c1c(C)nn(-c2ccc(Cl)cc2)c1Cl | 4 | 2 | 0 | 51* | 6 | 0 | 3 | 11 | 18 | 23 | -12 |
| O=C(O)C(Cc1c[nH]c2ccccc12)NS(=O)(=O)c1cccc2nsnc12 (stereo not drawn) | -22 | -9 | 16 | 31 | 13 | 3 | 9 | -1 | 15 | -18 | 2 |
| CN1CCN(c2ccc(NC(=S)NC(=O)/C=C/c3ccco3)cc2)CC1 | -19 | -101 | -7 | -28 | -237 | 0 | -43 | 10 | -209 | 5 | -11 |
| O=C(c1cc2ccccc2o1)N1CCN(c2cccc(C(F)(F)F)c2)CC1 | -33 | 2 | 16 | 4 | 6 | 4 | -8 | -2 | 4 | -25 | 2 |
| O=C(Nc1cccc2nsnc12)c1cccnc1 | -14 | -1 | 3 | -14 | -11 | -2 | 9 | -9 | -3 | -7 | 7 |
| Cc1csc2nc(O)c(C(=O)NCc3ccc4c(c3)OCO4)c(=O)n12 | -33 | 1 | 10 | -15 | 15 | -1 | 1 | -2 | 9 | 18 | -6 |
| COc1ccc(NC(=O)c2cccc(NC(=O)c3ccccc3)c2)c(OC)c1 | -12 | -6 | -4 | -9 | -46 | 4 | 9 | 1 | -18 | -16 | -1 |
| CCn1cc(/C=N\NC(=O)c2ccc3c(c2)c(C)c(C)n3Cc2ccccc2)c(C)n1 | 9 | -14 | 6 | -34 | 0 | 4 | -12 | -11 | -6 | 0 | -2 |
| COc1ccc(NC(=O)N2CCN(C(=O)C3CCCO3)CC2)cc1 (stereo not drawn) | -32 | -2 | 6 | -11 | -2 | 1 | -2 | -13 | -2 | -28 | 15 |
| COc1ccccc1CNC(=O)COc1cc2c(c3oc(=O)cc(C)c13)CCC(C)(C)O2 | -18 | 6 | 4 | -8 | 20 | -1 | . | 13 | 1 | -18 | -18 |
| CN(C(=O)CC1C(=O)NCCN1Cc1ccc(F)c(F)c1)C1CCCCC1 (stereo not drawn) | -2 | -9 | 16 | 3 | -1 | -5 | 7 | 11 | 5 | 18 | 4 |
| CC(=O)N(C)C1=C(O)c2ccccc2C(=O)C1=O | 7 | -11 | 23 | 3 | 1 | -4 | -6 | 10 | 3 | -8 | -3 |
| CC(C)CNc1ncnc2c1ncn2[C@H]1CN(Cc2ccc(C(=O)O)cc2)C[C@@H](CO)O1 | -26 | -9 | -10 | 4 | 8 | . | . | -15 | 9 | 3 | 9 |
| CC(C)c1ccc(NC(=S)NCCc2c[nH]c3ccccc23)cc1 | 30 | -15 | -4 | 24 | -7 | 2 | 14 | 2 | -45 | -13 | 8 |
| O=C1Nc2ccccc2N(O)N1c1cc(-c2ccccc2Cl)no1 | -33 | -4 | 1 | 55* | 1 | 1 | 21 | 20 | -5 | -4 | -6 |
| CCC(C)c1ccccc1NC(=O)c1cc(C)no1 (stereo not drawn) | 5 | 4 | -2 | 10 | 2 | 3 | 3 | -8 | 1 | 1 | 6 |

Three of the compounds above, with values under each structure.
Each structure is followed by: NR2E3 ag-1, Shn3 3UTR inh, TROY signal inh, TWEAK-Fn14 inh, Peg3 prom inh, NR2E3 ag-2, TRPM1 prom inh, TRAIL sens C8, HIF-2a inh, CF NFkB block, KKLEB tox
O=C1Nc2ccccc2N(O)N1c1cc(-c2ccccc2Cl)no1
 : -33, -4, 1, 55*, 1, 1, 21, 20, -5, -4, -6
CC(C)CNc1ncnc2c1ncn2[C@H]1CN(Cc2ccc(C(=O)O)cc2)C[C@@H](CO)O1
 : -26, -9, -10, 4, 8, ., ., -15, 9, 3, 9
CC(=O)N(C)C1=C(O)c2ccccc2C(=O)C1=O
 : 7, -11, 23, 3, 1, -4, -6, 10, 3, -8, -3

(continued)
| structure | NR2E3 ag-1 | Shn3 3UTR inh | TROY signal inh | TWEAK-Fn14 inh | Peg3 prom inh | NR2E3 ag-2 | TRPM1 prom inh | TRAIL sens C8 | HIF-2a inh | CF NFkB block | KKLEB tox |
| --- | --- | --- | --- | --- | --- | --- | --- | --- | --- | --- | --- |
| CCCOc1ccc(/C=N/Nc2cc(N3CCOCC3)ncn2)c(O)c1 | 24 | 90* | 39 | -12 | 45 | 4 | 24 | 25 | 18 | 54* | -42 |
| CCn1cc(C(=O)NCCCN2CCCC(C)C2)c(=O)c2cc(S(=O)(=O)N3CCOCC3)ccc21 (stereo not drawn) | -9 | -12 | -20 | -4 | -3 | -3 | -7 | -10 | 6 | 13 | -3 |
| CN(CC(=O)Nn1cnnc1)S(=O)(=O)c1cc(Cl)ccc1Cl | -18 | -1 | -2 | -4 | 10 | 1 | 0 | -25 | 1 | 3 | -6 |
| Cc1ccc2nc(NC(=O)c3ccccn3)sc2c1 | 16 | 55 | 86* | 98* | 106* | 4 | 94* | 91* | 80* | -5 | -67* |
| O=C(c1ccc(-n2cncn2)c([N+](=O)[O-])c1)N1CCN(S(=O)(=O)c2ccccc2F)CC1 | 3 | 6 | -1 | -10 | -9 | 0 | 3 | -32 | -8 | -2 | 17 |
| O=C(NC1CCCCC1)C1CCN(S(=O)(=O)c2cccc3cccnc23)CC1 | 3 | -7 | 3 | 3 | -3 | -4 | -2 | -5 | 11 | 4 | 5 |
| CCCNC(=S)Nc1ccc(S(N)(=O)=O)cc1 | -23 | 2 | -9 | -4 | -5 | 6 | -1 | 17 | 10 | 1 | 11 |
| CCOC(=O)c1c(SCCN2CCCC2)n(-c2ccccc2)c(=S)n(-c2ccccc2)c1=O | 3 | ? | 4 | -7 | 100* | . | 96* | 30 | 78* | -29 | 6 |
| CCSc1ncc(Cl)c(C(=O)Nc2ccccc2C)n1 | -23 | -9 | -6 | -5 | 8 | 3 | -3 | 1 | 5 | -14 | -7 |
| Cc1ccc(NC2c3ncccc3C(=O)N2Cc2ccc(F)cc2)cc1 (stereo not drawn) | -23 | -3 | 9 | -1 | 9 | -1 | -1 | -12 | -1 | 14 | 3 |
| S=C1Nc2ccccc2CS1 | 24 | 2 | -8 | 12 | 5 | . | . | -11 | 12 | -15 | -1 |
| CCOC(=O)C1(CCc2ccccc2)CCN(C(=O)Cc2nonc2C)CC1 | -24 | -8 | -61 | -46 | -143 | 1 | -26 | 1 | -170 | -22 | 4 |
| Cc1cccc(OCc2n[nH]c(=S)n2C2CCCCC2)c1 | -25 | 38 | 23 | 15 | 18 | 1 | 6 | 15 | 10 | 11 | -9 |
| CCCC(NC(=O)c1ccccc1)c1nc2ccccc2n1Cc1ccc(C(=O)OC)o1 (stereo not drawn) | -8 | 17 | . | 11 | 25 | 1 | -3 | -12 | 17 | -4 | -5 |
| Cn1cc(S(=O)(=O)N2CCOCC2)cc1C(=O)Nc1cccc(Cl)c1 | -19 | 4 | -1 | 7 | 19 | 4 | 8 | -9 | -1 | 12 | 10 |
| CC(=O)N1c2ccc(S(=O)(=O)N3CCC(C(=O)NCc4ccccc4)CC3)cc2CC1C (stereo not drawn) | 12 | -21 | 13 | -2 | 9 | -1 | -1 | 6 | 4 | 3 | -4 |
| COc1ccc(-n2c(C)cc(C(=O)CN3CCCCC3)c2C)cc1 | 7 | 0 | 11 | -4 | -2 | 8 | -4 | -3 | 11 | -4 | 8 |
| CCCC(=O)Nc1ccc2c(c1)nc(CCN1CCCCC1)n2C | -10 | 2 | -8 | 10 | -3 | -1 | -8 | -7 | 8 | 1 | -1 |
| CCOC(=O)C1CCN(C(=O)CCS(=O)(=O)c2ccc3c(c2)n(C)c(=O)c(=O)n3C)CC1 | -15 | -9 | 8 | -1 | 8 | 0 | -1 | 1 | 5 | -2 | 8 |
| Cc1ccc2nc(NC(=O)COC(=O)c3ccco3)sc2c1 | -65 | -37 | -52 | -21 | -163 | 2 | -17 | 24 | -154 | 5 | -15 |
| CCOC(=O)N1CCC(=C(C#N)C(=O)Nc2cc(OC)ccc2OC)CC1 | -14 | 6 | -14 | 17 | 0 | 3 | -6 | -18 | 10 | 4 | 5 |
| COc1ccc(C(=O)Nc2nc3nccc(-c4ccccc4)n3n2)cc1 | -4 | -22 | 33 | -2 | -39 | 2 | -31 | 7 | -14 | -4 | 0 |
| CCC(=O)c1cc2c(cc1NC(=O)c1ccccc1)OCCO2 | -6 | 17 | -36 | 4 | -17 | 3 | 25 | 4 | -12 | 9 | -1 |
| COc1ccc(/C=C/C(=O)NCCn2c(C)cc3ccccc32)cc1OC | -26 | 12 | 12 | -10 | -2 | 2 | . | 5 | -13 | -17 | -7 |
| CC(=O)c1cccc(NC(=O)CSc2ncc(C(=O)Nc3ccccc3)c(=O)n2C)c1 | -20 | -12 | -8 | -11 | 110* | 1 | 64* | 10 | 10 | 15 | -1 |
| CN1CCN(S(=O)(=O)c2cnccc2N2CCN(c3cccc(Cl)c3)CC2)CC1 | -9 | 16 | 0 | 1 | 17 | -2 | 4 | -1 | 15 | 11 | -17 |
| CC1(NC(=O)COc2ccccc2-c2ccccc2)CCS(=O)(=O)C1 (stereo not drawn) | -15 | -16 | -8 | -1 | 5 | -2 | 10 | -3 | 11 | 0 | -4 |
| C[C@@H]1CN([C@H](C)CO)S(=O)(=O)c2ccc(-c3cccc(C(=O)N(C)C)c3)cc2O[C@H]1CN(C)C(=O)Nc1ccc(F)cc1 | -7 | 21 | -9 | -1 | 11 | . | . | 18 | 8 | 6 | 4 |
| O=C(NCc1cccc(C(F)(F)F)c1)N1CCN(C(=O)c2ccccc2)CC1 | -6 | -4 | -8 | 16 | 6 | . | 10 | 0 | -3 | 4 | -6 |
| Cc1cc(/C=N/NC(N)=O)c(C)n1C1CCCCC1 | -15 | 0 | -13 | 8 | -33 | -2 | -5 | -17 | -10 | 15 | -19 |
| CCC1CCCCN1S(=O)(=O)c1ccc2c(c1)CCN2C(C)=O (stereo not drawn) | -12 | -5 | 1 | 12 | 36 | 2 | -5 | -7 | 11 | 9 | 1 |
| CCNC(=O)C1(C)CCCN(C(=O)c2oc3ccccc3c2C)C1 (stereo not drawn) | -15 | 3 | -12 | -5 | -6 | . | . | 14 | -18 | -2 | -2 |
| CC1CCc2c(sc(NC(=O)Cn3nc(C(=O)O)c4ccccc4c3=O)c2C#N)C1 (stereo not drawn) | -2 | -32 | -28 | -63 | -47 | -3 | -17 | 6 | -64 | 6 | 5 |
| C=CCOC(=O)C1CC=CCC1C(=O)Oc1ccc(F)cc1F (stereo not drawn) | -22 | 2 | -12 | 8 | 5 | 2 | 0 | -13 | -9 | -6 | 4 |
| CC(C)(CO)NC(=O)CC1C(=O)NCCN1Cc1ccc(-c2ccccc2)cc1 (stereo not drawn) | -33 | 2 | -1 | -8 | 6 | 1 | -9 | -6 | 7 | -1 | -3 |
| COc1ccccc1NC(=S)N1CCc2cc(OC)c(OC)cc2C1 | 6 | -35 | 4 | -2 | -12 | 2 | 0 | -8 | 10 | -1 | 2 |
